Lamin A splicing: changes lamin A minigene splicing in HeLa cells. actives 0.01% (n = 200,000). AID 1487. Potency, µM (series often up to 46.1 µM), inactives show top-dose ratio change, negative = inhibition, actives largely listed as inhibitors. HeLa LMNA splicing GFP/RFP minigene ratio, 48 h; active = well fitted inhibition curve with a large enough effect in the signal ratio, with a control signal flat, not every such curve was filed as active; inconclusive = small, poorly fitted or top-dose-only effect, or effect the other way, or a change in a side signal; the % refers to the signal ratio; also: potency is read from the fitted curve at half-maximal effect; % is scaled to controls: 0 for no effect and ±100 for the full control effect
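S3 HeLa cells stably expressing lamin A-EGFP splicing minigene plus DsRed2, 600 cells/well, 48 h compound exposure at 37C. Laser-scanning cytometry; analysed as GFP (500-530 nm)/RFP (575-640 nm) total intensity ratio; 0.5% DMSO vehicle.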
Luc counter: Kinase-Glo luciferase inhibition (counter-screen); Potency, µM (titrated, usually from 38.3 µM), for inactives: at the highest dose activity change, negative = inhibition, hits mostly inhibitors; Kinase-Glo luciferase, ATP luminescence, 8 min; Q27757; actives 0.28% (n = 200,000); also: potency is read from the fitted curve at half-maximal effect; % is scaled to controls: 0 for no effect and ±100 for the full control effect; nearly all actives have a fitted effect of over 60% in size
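Compounds were added to a substrate mix at pH 7.2 (50 mM imidazole, 10 uM ATP, within the enzyme's linear range), followed by Kinase-Glo detection reagent; luminescence was measured after 8 minutes at ambient temperature.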
Epigenetic reg: derepresses silenced GFP reporter in murine cells; murine LDR cells, GFP reporter derepression, 30 h; Potency, µM (titrated, usually from 53.9 µM), for inactives: at the highest dose GFP activation, most hits filed as activators; actives 0.2% (n = 280,000); also: potency is read from the fitted curve at half-maximal effect; % of control where 0% means no effect; nearly all actives have a fitted effect of over 60% in size
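Murine LDR cells bearing a silenced CMV-driven GFP reporter were exposed to compound for 30 h at 37 C. After PBS washes, GFP-positive cells (20-120 um objects) counted by laser-scanning microplate cytometry.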
IMPase Li cell: membrane-permeable IMPase blocker, potentiated with lithium; CHO-M1 cells, IP1 TR-FRET (IP-One), carbachol + lithium; Potency, µM (highest dose often 59.4 µM), without a hit: at the top dose activity, negative = IMPase inhibition, actives largely listed as inhibitors; actives 0.35% (n = 210,000); AID 1457;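 also: IP1 builds up when IMPase is blocked and the TR-FRET signal falls; potency is read from the fitted curve at half-maximal effect; plate controls were basal vehicle for no effect and high inhibitor control for full effect; nearly all actives have a fitted effect of over 50% in size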
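Lithium-sensitised IP1 accumulation assay; M1-expressing CHO cells treated 30 min at 37C with compound. Competitive antibody detection by time-resolved FRET followed a 10 min room-temperature lysis step.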
GLA spleen mod: inhibitors or activators of human alpha-galactosidase in spleen homogenate. Potency, µM (doses to about 80 µM), for inactives: at the top dose activity change, negative = inhibition, usual class: inhibitors. P06280. human spleen homogenate, 4MU-alpha-Gal fluorescence, 40 min. actives 0.008% (n = 240,000). AID 2107;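 also: potency is read from the fitted curve at half-maximal effect; 0% = enzyme with vehicle and -100% = no enzyme basal signal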
Target sequence (P06280 32-429 limits assumed): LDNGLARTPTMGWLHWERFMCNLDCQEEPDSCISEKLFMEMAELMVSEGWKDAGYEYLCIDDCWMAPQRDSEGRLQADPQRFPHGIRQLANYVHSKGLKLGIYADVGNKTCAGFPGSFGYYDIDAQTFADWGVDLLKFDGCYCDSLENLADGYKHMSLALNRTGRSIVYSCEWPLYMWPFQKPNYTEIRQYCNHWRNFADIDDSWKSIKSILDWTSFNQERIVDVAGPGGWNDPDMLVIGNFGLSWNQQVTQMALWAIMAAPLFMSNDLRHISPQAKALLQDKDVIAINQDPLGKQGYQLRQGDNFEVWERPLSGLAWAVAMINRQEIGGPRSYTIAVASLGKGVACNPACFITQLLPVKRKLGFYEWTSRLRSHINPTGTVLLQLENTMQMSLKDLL
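Inhibition or activation of alpha-galactosidase in human spleen homogenate is scored by 4-MU fluorescence after 40 min at 37C, pH 5.0, with 1 mM substrate. AC50s come from concentration-response fitted to the Hill equation.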
CBFb RUNX1 block: blocks binding between human CBF-beta and RUNX1; 230,000 tested, under 10 active; Potency, µM (titrated, usually from 59.8 µM), for inactives: top-dose activity, negative = inhibition, actives largely listed as inhibitors; AlphaScreen CBFb-His/RUNX1-biotin binding, biochemical; also: % of control where 0% means no effect
Target sequence (Q01196 whole entry, looked up): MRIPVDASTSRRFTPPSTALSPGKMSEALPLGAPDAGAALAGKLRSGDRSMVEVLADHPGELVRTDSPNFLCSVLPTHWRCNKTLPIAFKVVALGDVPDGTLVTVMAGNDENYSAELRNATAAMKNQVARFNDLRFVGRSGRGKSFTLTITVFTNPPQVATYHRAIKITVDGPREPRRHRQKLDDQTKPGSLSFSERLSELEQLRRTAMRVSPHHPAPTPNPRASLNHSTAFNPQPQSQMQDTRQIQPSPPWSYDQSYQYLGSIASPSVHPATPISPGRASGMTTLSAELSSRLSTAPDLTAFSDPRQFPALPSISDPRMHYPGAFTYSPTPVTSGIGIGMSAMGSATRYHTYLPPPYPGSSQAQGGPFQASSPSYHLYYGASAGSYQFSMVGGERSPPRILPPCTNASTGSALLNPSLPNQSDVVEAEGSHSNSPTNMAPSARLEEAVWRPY
Target sequence (Q13951 whole entry, looked up): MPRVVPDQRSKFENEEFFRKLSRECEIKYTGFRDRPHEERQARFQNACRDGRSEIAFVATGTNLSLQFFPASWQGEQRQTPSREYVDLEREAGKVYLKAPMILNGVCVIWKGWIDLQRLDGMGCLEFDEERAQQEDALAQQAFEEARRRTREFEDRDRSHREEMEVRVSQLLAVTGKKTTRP
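AlphaScreen proximity signal reports loss of binding between His-tagged CBF-beta and biotin-labelled RUNX1, each at 30 nM. Proteins are pre-associated for 20 minutes, compounds added for 15 minutes, then beads for 90 minutes, all at ambient temperature.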
NPSR antag: antagonists of human neuropeptide S receptor cAMP signaling | CHO-NPSR cells, cAMP TR-FRET, antagonist mode | actives 1% (n = 220,000) | Q6W5P4 | Potency, µM (titrated, usually from 38.3 µM), without a hit: at the top dose activity change, negative = inhibition, most hits filed as inhibitors; also: potency is read from the fitted curve at half-maximal effect; % is scaled to controls: 0 for no effect and ±100 for the full control effect; nearly all actives have a fitted effect of over 50% in size; many of its hits are not listed in these tables
Active calls of the source: *; ? = inconclusive; . = not tested or not shown; & = joins results of further samples; [ ] = remark or other dose. Unless noted, calls follow the shape of the dose curve; as a rule, active = well fitted curve in the direction sought with a large enough effect; inconclusive = small, poorly fitted or top-dose-only effect, or another doubt; inactive = no such curve, though single readings can be large; an effect the other way counts as inactive or inconclusive. An excerpt, so the mix of outcomes need not match the whole.

Below each SMILES: Lamin A splicing, Luc counter, Epigenetic reg, IMPase Li cell, GLA spleen mod, CBFb RUNX1 block, NPSR antag
COc1ccc(NC(=O)Nc2ncccc2C)cc1
  -6%, -5%, -1.2%, 3%, 5%, 13%, 1%[46.1 µM]
Cc1ccc(C(=O)NCCNC(=O)CN2CCOCC2)cc1
  13%, 1%, -1.4%, -10%[38.3 µM], -6%, 6%, 6%[46.1 µM]
CCOC(=O)C1=NOC(CNC(=O)C2=NOC(CNC(=O)c3c(-c4ccccc4Cl)noc3C)C2)C1 (centres undefined)
  -5%, 3%, -1.3%, -11%[38.3 µM], 1%, -1%, -1%[46.1 µM]
Cc1ccc(NC(=O)CCc2ccc(S(=O)(=O)NC3CCCCC3)cc2)cc1
  6%, -2%, -2.3%, 3%[38.3 µM], 1%, 1%, -22%[46.1 µM]
O=C(NC1CCCCC1)C(c1ccc(O)c(O)c1)N(C(=O)Cn1nnc2ccccc21)c1cccc(O)c1 (centres undefined)
  -13%[46 µM], 2%, 0.6%, 4%, -4%, -4%, -31%
Cc1ccsc1CN(C)Cc1nc(C2CC2)no1
  3%[46 µM], 4%, -6.7%, 11%, -3%, 2%, 8%
Cc1c(C(=O)Nc2cc(S(=O)(=O)N3CCOCC3)ccc2N2CCN(C)CC2)oc2ccccc12
  ., ., 0.0%, ., 7%, 22%, -22%
COc1ccc(CCCc2nnc(SCC(=O)Nc3ccccc3F)o2)cc1
  ., -1%, 3.5%, 10%, -5%, 1%, -6%
COc1ccc(N2C(=O)N(Cc3ccccc3F)c3ccccc3S2(=O)=O)cc1
  26%[9.22 µM], -1%, -0.1%, -5%, 7%, 6%, -26%
O=C(c1cc(C(F)(F)F)cc(C(F)(F)F)c1)N1CCC2(CCCN(Cc3ccccc3)C2)CC1
  ., 0%, ., 25%, -11%, ., .
Cc1cc(C(=O)Nc2ccc3c(c2)OCCO3)c(C)o1
  -3%, -5%, 0.9%, -5%, 4%, 9%, -2%[46.1 µM]
COc1ccc(C(=O)Nc2ccc(NC(=O)c3cccs3)cc2)cc1[N+](=O)[O-]
  -11%, -1%, -1.0%, 0%, 4%, 6%, 16%
COCCn1cnnc1SCC(=O)Nc1sccc1C(N)=O
  ., -2%, 2.7%, -3%, -4%, -1%, 13%
Cc1nc(/C=[N+](\[O-])C(C)(C)/C=N/O)n(O)c1C
  -4%, 1%, -1.0%, 23%[38.3 µM], 3%, 2%, 1%[46.1 µM]
COc1cccc(CN(C)CC(=O)Nc2sc3c(c2C#N)CCC3)c1
  -4%[46 µM], -2%, -2.0%, 3%, -15%, -6%, -20%
O=C1CN(C(=O)COC(=O)c2cc(S(=O)(=O)N3CCOCC3)ccc2Cl)c2ccccc2N1
  ., ., -3.1%, ., 1%, 16%, -17%
CC(Sc1ccsc1[N+](=O)[O-])C(=O)N1CCN(c2ccccn2)CC1 (centres undefined)
  ., 1%, -6.8%, 1%, -1%, 6%, -2%
Cc1ccc(-c2csc(NC(=O)Cn3[nH]c(=O)c4ccccc4c3=O)n2)cc1
  ?, -2%, ?, 13%, 6%, -13%, -2%
COc1ccc(OC)c(C(=O)COC(=O)C2CC3CCCC(C2)C3=O)c1 (centres undefined)
  3%, -2%, 1.0%, 44%[38.3 µM], 2%, 8%, -15%[46.1 µM]
CCOc1ccc(N(C(C)C(=O)NC2CCCCCC2)S(C)(=O)=O)cc1 (centres undefined)
  12%, -2%, 0.9%, 26%[38.3 µM], 6%, 8%, -2%[46.1 µM]
Cc1ccccc1NC(=O)c1c2c(nc3ccccc13)CCC2
  10%[46 µM], 6%, -1.5%, 3%, -12%, -14%, -10%
O=C(Nc1cccc([N+](=O)[O-])c1)c1ccc2c(c1)OCCO2
  ?, -4%, 1.8%, -5%, -3%, -5%, 6%
COC(=O)c1ccccc1NC(=O)CN(CCc1ccccc1)S(C)(=O)=O
  ?, -5%, 0.0%, -11%[38.3 µM], -1%, -4%, -20%[46.1 µM]
COc1ccc(OC)c(C2CC(=O)Nc3c2c(=O)[nH]c2ncnn32)c1 (centres undefined)
  ., 2%, -7.8%&-1.1%, 7%, -3%, 4%, 19%
COc1cc(-c2nn3c(-c4ccccc4)nnc3s2)cc(OC)c1OC
  -1%, -4%, -0.9%, -5%[38.3 µM], -6%, 1%, -18%[46.1 µM]
N#C/C(=C/c1ccc(N2CCOCC2)o1)c1ccc(Cl)cc1
  13%, -1%, 3.2µM*, 44%[activator][38.3 µM], 6%, -16%, ?
Nc1c(C(=O)Nc2cccc(Cl)c2Cl)sc2nc(-c3cccnc3)ccc12
  -7%, 3%, 5.9%, -4%, 4%, ?, 17%
Cn1c(C2CCCN2C(=O)OC(C)(C)C)n[nH]c1=S (centres undefined)
  8%, 0%, -1.5%, -15%[38.3 µM], 2%, -8%, -22%[46.1 µM]
Clc1ccc(N2COC3c4cccc5cccc(c45)C32)cc1 (centres undefined)
  ?, 4%, -0.8%, 11%, -7%, 0%, -5%[46.1 µM]
CCCCCCCCCCCCCCC/C=C/[C@@H](O)[C@H](NC(=O)CCCCCCCCCCCCC)OC (tested in a mixture with another compound)
  -11%, -5%, -0.1%, -9%, 5%, 7%, -1%[46.1 µM]

Another view of 6 compounds above:
molecule	Lamin A splicing	Luc counter	Epigenetic reg	IMPase Li cell	GLA spleen mod	CBFb RUNX1 block	NPSR antag
CC(Sc1ccsc1[N+](=O)[O-])C(=O)N1CCN(c2ccccn2)CC1 (centres undefined)	.	1%	-6.8%	1%	-1%	6%	-2%
COCCn1cnnc1SCC(=O)Nc1sccc1C(N)=O	.	-2%	2.7%	-3%	-4%	-1%	13%
Cc1c(C(=O)Nc2cc(S(=O)(=O)N3CCOCC3)ccc2N2CCN(C)CC2)oc2ccccc12	.	.	0.0%	.	7%	22%	-22%
N#C/C(=C/c1ccc(N2CCOCC2)o1)c1ccc(Cl)cc1	13%	-1%	3.2µM*	44%[activator][38.3 µM]	6%	-16%	?
COc1ccc(CCCc2nnc(SCC(=O)Nc3ccccc3F)o2)cc1	.	-1%	3.5%	10%	-5%	1%	-6%
CCCCCCCCCCCCCCC/C=C/[C@@H](O)[C@H](NC(=O)CCCCCCCCCCCCC)OC (tested in a mixture with another compound)	-11%	-5%	-0.1%	-9%	5%	7%	-1%[46.1 µM]

Going on with the list.
Below each SMILES: Lamin A splicing, Luc counter, Epigenetic reg, IMPase Li cell, GLA spleen mod, CBFb RUNX1 block, NPSR antag
Cc1cc(C)nc(N(C#N)S(=O)(=O)c2ccccc2)n1
  1%, -7%, 0.0%, -13%[38.3 µM], 3%, 3%, -9%[46.1 µM]
COc1ccc(C2c3sc(=O)[nH]c3SC3C4CCC(C4)C23)cc1OC (centres undefined)
  1%, 0%, 8.3%, 7%, -5%, -1%, 7.9µM*
COc1ccc(N/C=C(\C(C)=O)c2ccc(OC)c(OC)c2)cc1OC
  ?, 1%, -0.5%, 12%, -5%, -2%, 9%
COc1ccc(C(CNC(=O)c2cc(=O)[nH]c3ccccc23)N2CCCC2)cc1 (centres undefined)
  1%, 1%, -1.2%, 7%[38.3 µM], -13%, 2%, -12%[46.1 µM]
Cc1cc(NC(=O)Nc2ccc3c(ccn3C)c2)sn1
  ?, -3%&0%, -0.2%&-1.1%, -11%&11%, 4%&5%, -19%, ?
CCOC(=O)c1c(C)c(C)n(Cc2ccc(OC)c(OC)c2)c1C
  ?, -3%, -1.4%, 2%, -6%, -6%, -11%
Cc1ccc(S(=O)c2ccc(NC(=O)C3CC3)cc2C#N)cc1 (centres undefined)
  -9%[46 µM], 0%, -1.4%, 13%, -6%, 8%, -3%
CC(C)NC(=O)[C@@H]1C[C@@]1(C)[C@@H](NC(=O)OCc1ccccc1)c1ccccc1
  -7%, 1%&-1%, 0.8%&-1.7%, 9%&-2%, -7%&1%, 4%[2.36 µM], -1%
O=C(CSc1ccc(Cl)cc1)N1CCOCC1
  0%, 2%, 2.0%, 24%[38.3 µM], 6%, 1%, 2%[46.1 µM]
COCCNC(=O)CCCn1c(=O)c2cc(OC)c(OC)cc2n(CC(=O)NCCC2=CCCCC2)c1=O
  ?, -1%, -1.3%, -4%, 5%, -7%, -6%
CCc1nnc(N/N=C/c2ccc(N3CCC(C)CC3)c([N+](=O)[O-])c2)n1N
  -2%, 0%, -0.1%, 0%, -6%, -19%, -4%
COc1ccc(/C=N/N(C)c2cc(=O)n(C)c(=O)[nH]2)cc1OC
  5%[46 µM], -3%, -4.7%, 7%, 1%, -1%, 4%
CC(=O)/C(=N/Nc1ccccc1[N+](=O)[O-])N1CCCc2ccccc21
  ., ., -1.4%, ., -7%, ., 7%[7.67 µM]
Cc1occc1C(=O)NCCc1cccc(Cl)c1
  10%, -9%, 3.0%, -14%[38.3 µM], 4%, 3%, 12%[46.1 µM]
CSc1nnc2c(n1)OC1(Nc3ccccc3-2)C(=O)Nc2ccccc21 (centres undefined)
  4%[46 µM], 2%, -0.2%, -4%, -3%, -7%, 0%
CCOC(=O)C1(Cc2ccccc2)CCN(Cc2cccc3nccnc23)CC1
  12%[46 µM], -1%, 0.0%, 18%, 3%, -1%, 20%
COc1ccc(-c2ccc(SCC(=O)N3CCCC3)nn2)cc1OC
  -5%, -3%, -2.5%, -1%[38.3 µM], -6%, 10%, -12%[46.1 µM]
COc1ccc(C)cc1NC(=O)CC(O)(C(F)(F)F)C(F)(F)F
  1%, -3%, -0.4%, 38%[activator][38.3 µM], 8%, 4%, -7%[46.1 µM]
c1cncc(Cc2cc3ccccc3[nH]2)c1
  0%, -3%, -3.8%, 4%, 0%, -24%, 12%

Random excerpt: 3 entries already listed, in no set order.
Below each SMILES: Lamin A splicing, Luc counter, Epigenetic reg, IMPase Li cell, GLA spleen mod, CBFb RUNX1 block, NPSR antag
CSc1nnc2c(n1)OC1(Nc3ccccc3-2)C(=O)Nc2ccccc21 (centres undefined)
  4%[46 µM], 2%, -0.2%, -4%, -3%, -7%, 0%
Cc1occc1C(=O)NCCc1cccc(Cl)c1
  10%, -9%, 3.0%, -14%[38.3 µM], 4%, 3%, 12%[46.1 µM]
Cc1cc(C)nc(N(C#N)S(=O)(=O)c2ccccc2)n1
  1%, -7%, 0.0%, -13%[38.3 µM], 3%, 3%, -9%[46.1 µM]

Assay outcomes deposited in PubChem BioAssay by National Center for Advancing Translational Sciences (NCATS).
